Bioassay records as filed in PubChem.
D3 ag: qHTS of D3 Dopamine Receptor Agonist: qHTS | D(3) dopamine receptor (Homo sapiens), P35462 | D3R DiscoveRx beta-arrestin cells, luminescence, 90 min | max activation, % | hit rate 0.58% among 410,000; in the data active = max activation above about 30%; also: 0% is about no effect; mostly tested at two doses, the higher about 12 µM
Target sequence (P35462 whole entry, looked up): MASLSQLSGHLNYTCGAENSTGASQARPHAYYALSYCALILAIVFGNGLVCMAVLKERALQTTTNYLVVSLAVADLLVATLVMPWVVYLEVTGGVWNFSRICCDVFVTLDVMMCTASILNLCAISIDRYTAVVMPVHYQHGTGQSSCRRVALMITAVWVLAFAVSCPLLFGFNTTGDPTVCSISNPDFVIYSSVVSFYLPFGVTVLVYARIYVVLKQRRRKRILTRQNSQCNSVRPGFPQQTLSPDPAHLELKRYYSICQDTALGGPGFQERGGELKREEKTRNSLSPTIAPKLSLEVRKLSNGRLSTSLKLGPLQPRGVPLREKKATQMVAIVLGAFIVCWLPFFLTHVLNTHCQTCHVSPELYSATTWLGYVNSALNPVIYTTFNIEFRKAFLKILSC
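Cells at 1500/well, incubated overnight, then treated with pinned compounds (dopamine as control) for 90 min at 37 degrees C. DiscoveRx reagent added for 30 - 60 minutes at room temperature; luminescence read.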
GLP-1R agonist: qHTS of GLP-1 Receptor Agonists | Glucagon-like peptide 1 receptor (Homo sapiens), P43220 | hit rate 0.007% among 380,000 | Potency, µM (titrated, usually from 45.6 µM), for the others: at the highest dose activation, actives largely listed as activators | HEK293 GLP-1R CRE-luciferase, luminescence, 4-6 h; cells express a hypersensitive GLP-1R form; also: potency is read from the fitted curve at half-maximal effect; % of control where 0% means no effect
Target sequence (P43220 whole entry, looked up): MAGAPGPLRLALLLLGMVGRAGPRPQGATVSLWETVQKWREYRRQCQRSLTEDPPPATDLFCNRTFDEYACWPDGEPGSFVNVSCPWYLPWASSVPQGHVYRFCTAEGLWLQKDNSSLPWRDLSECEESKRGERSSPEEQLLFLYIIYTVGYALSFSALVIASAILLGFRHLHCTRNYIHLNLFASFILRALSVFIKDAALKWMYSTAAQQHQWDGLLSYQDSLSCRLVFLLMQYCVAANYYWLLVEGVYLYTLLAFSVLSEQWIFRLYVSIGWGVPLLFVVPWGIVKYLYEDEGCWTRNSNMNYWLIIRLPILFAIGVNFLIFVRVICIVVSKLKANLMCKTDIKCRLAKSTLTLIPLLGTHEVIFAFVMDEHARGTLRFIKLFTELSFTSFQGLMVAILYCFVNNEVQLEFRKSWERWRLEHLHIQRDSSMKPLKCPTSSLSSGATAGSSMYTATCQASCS
SW480 rereplic: A quantitative high throughput screen for small molecules that induce DNA re-replication in SW480 colon adenocarcinoma cells | SW480 DNA re-replication, Hoechst DNA content imaging, 48 h | Potency, µM (highest dose often 46.1 µM), for the others: at the highest dose re-replication activation, most hits filed as activators | hit rate 1.8% among 340,000; also: potency is read from the fitted curve at half-maximal effect; % of control where 0% means no effect; nearly all actives have a fitted effect of over 55% in size
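Image-based read-out: total Hoechst fluorescence of nuclei (405 nm excitation, 500-530 nm emission), with hits raising the fraction of high-intensity nuclei. SW480 colon cells incubated 48 hr with compounds at 37 C.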
Starred values were filed as active, the others as inactive; ? = inconclusive; · = no result given; & = joins results of further samples; [ ] = another dose, or the depositor's remark. Unless noted, calls follow the shape of the dose curve; as a rule, active = well fitted activation curve with a large enough effect; inconclusive = small, poorly fitted or top-dose-only effect; inactive = no such curve, though single readings can be large or run the other way.

The opening 2 records, to show the layout:
SMILES	D3 ag	GLP-1R agonist	SW480 rereplic
C=CCC1(C(C)CCC)C(=O)NC(=O)NC1=O (stereo not given)	·	1%[96 µM]	·
CN[C@H](C)Cc1ccccc1	·	15%[96 µM]	·

The listing, from the start:
SMILES	D3 ag	GLP-1R agonist	SW480 rereplic
C=CCC1(C(C)CCC)C(=O)NC(=O)NC1=O (stereo not given)	·	1%[96 µM]	·
CN[C@H](C)Cc1ccccc1	·	15%[96 µM]	·
CC1(C)CC/C(=C\c2ccc(Cl)cc2)C1(O)Cn1cncn1 (stereo not given)	·	5%[96 µM]	·
CCC(N)CCc1c[nH]c2ccccc12 (stereo not given)	·	-1%[110 µM]	·
CC(=O)OC1CC(OC2C(O)CC(OC3C(O)CC(O[C@H]4CC[C@]5(C)C6CC[C@]7(C)[C@@H](C8=CC(=O)OC8)[C@@H](O)C[C@]7(O)[C@@H]6CC[C@@H]5C4)OC3C)OC2C)OC(C)C1OC1OC(CO)C(O)C(O)C1O (stereo not given in full)	·	-11%	·
CCNC(C)Cc1ccc2c(c1)OCO2 (stereo not given)	·	10%[110 µM]	·
Cc1c(N)nc([C@@H](CC(N)=O)NC[C@H](N)C(N)=O)nc1C(=O)N[C@H](C(=O)N[C@H](C)[C@H](O)[C@H](C)C(=O)N[C@@H](C(=O)NCCc1nc(-c2nc(C(=O)NCCC[S+](C)C)cs2)cs1)[C@H](C)O)[C@H](O[C@@H]1O[C@@H](CO)[C@@H](O)[C@H](O)[C@@H]1O[C@H]1O[C@H](CO)[C@H](O)[C@H](OC(N)=O)[C@@H]1O)c1cnc[nH]1	·	-6%	·
COc1cc(CC(C)N)c(OC)cc1C (stereo not given)	·	-1%[110 µM]	·
CC(=O)[C@@]1(O)CC[C@@H]2[C@@H]3CCC4=CC(=O)CC[C@]4(C)[C@]3(F)[C@@H](O)C[C@@]21C	·	-6%	·
NC(=O)c1sc2nc3c(c(-c4cccs4)c2c1N)CCCC3	·	·	-422%[inhibitor]
CN1CCN(C(=O)OC2c3nccnc3C(=O)N2c2ccc(Cl)cn2)CC1 (stereo not given)	·	·	1%
CN[C@H]1C[C@H]2O[C@@](C)([C@H]1OC)n1c3ccccc3c3c4c(c5c6ccccc6n2c5c31)C(=O)NC4	·	·	?
CN1C(=O)C(=Cc2ccc(-c3cccc(Cl)c3)o2)C(=O)N(C)C1=O	·	·	4%
CCCCCc1cc(O)c2c(c1)OC(C)(C)[C@@H]1CCC(C)=C[C@@H]21	8	·	·
CCOc1ccc(CN(CCc2ccc3c(c2)OCO3)Cc2ccc(CC)cc2)cc1	-46	·	·
C[C@]12CC[C@H](O)C[C@H]1CC[C@@H]1[C@@H]2CC[C@]2(C)[C@@H](c3ccc(=O)oc3)C[C@H]3O[C@]132	8	·	·
COc1ccc2c3c1O[C@H]1[C@H](O)CC[C@H]4[C@@H](C2)N(C)CC[C@@]341	5	·	·
CC(=O)O[C@H]1C[C@H](O[C@H]2[C@@H](O)C[C@H](O[C@H]3[C@@H](O)C[C@H](OC4CC[C@@]5(C)C(CC[C@@H]6[C@@H]5CC[C@]5(C)[C@@H](C7=CC(=O)OC7)[C@@H](O)C[C@]65O)C4)O[C@@H]3C)O[C@@H]2C)O[C@H](C)[C@H]1O[C@@H]1O[C@H](CO)[C@@H](O)[C@H](O)[C@H]1O (stereo not given in full)	6	·	·
C[C@@H]1O[C@@H](O[C@@H]2C=C3CC[C@@H]4[C@H](CC[C@]5(C)[C@@H](c6ccc(=O)oc6)CC[C@]45O)[C@@]3(C)CC2)[C@H](O)[C@H](O)[C@H]1O	3	·	·
CCCC1=Nc2cc(C(=O)NC3CCC(C)CC3)ccc2Sc2ccccc21 (stereo not given)	-8	·	·
CCCSc1nc2ccccc2c(=O)n1-c1ccccc1OC	-1	·	·
CC(C)C[C@H]1C(=O)N2CCC[C@H]2[C@]2(O)O[C@](NC(=O)[C@@H]3C[C@@H]4c5cccc6[nH]cc(c56)C[C@H]4N(C)C3)(C(C)C)C(=O)N12	17	·	·
CCOc1ccc(CN(CCc2ccc3c(c2)OCO3)Cc2ccc(OC)c(Br)c2)cc1	-9	·	·
CCC(=O)O[C@H]1[C@@H](N2CCCCC2)C[C@H]2[C@@H]3CC[C@H]4C[C@H](OC(C)=O)[C@@H](N5CCCCC5)C[C@]4(C)[C@H]3CC[C@@]21C	-15	·	·
COc1ccc(OCC(=O)N2CCN(Cc3cccc(OC)c3OC)CC2)cc1	5	·	·

The results go on.
SMILES	D3 ag	GLP-1R agonist	SW480 rereplic
CO[C@H]1[C@@H](O)C[C@H](O[C@H]2[C@@H](O)C[C@H](O[C@H]3[C@@H](O)C[C@H](O[C@H]4CC[C@@]5(C)[C@H](CC[C@@H]6[C@@H]5C[C@@H](O)[C@]5(C)[C@@H](C7=CC(=O)OC7)CC[C@]65O)C4)O[C@@H]3C)O[C@@H]2C)O[C@@H]1C	10	·	·
CN1CC[C@]23c4c5ccc(O)c4O[C@H]2[C@@H](O)CC[C@H]3[C@H]1C5	0	·	·
Cc1ccc2c(c1)C1CN(C)CCC1N2 (stereo not given)	-21	·	·
CCc1cc(OC)c(C[C@@H](C)N)cc1OC	-10	·	·
C[C@]12CCC(=O)C[C@@H]1CC[C@@H]1[C@@H]2CC[C@@]2(C)[C@H]1CC[C@]2(C)O	8	·	·
CCNC1(c2cccs2)CCCCC1=O (stereo not given)	-10	·	·
CC(=O)OCC1=C(C(=O)O)N2C(=O)[C@@H](N)[C@H]2SC1	-11	·	·
Cc1cccc(C(C)c2cnc[nH]2)c1C (stereo not given)	8	·	·
CN(C)CCCCCCN(C)C (tested in a mixture with another compound)	8	·	·
Cc1ccc(-n2c(/C=C/c3ccc(Br)s3)nc3ccccc3c2=O)cc1C	4	·	·
C#C[C@]1(OC(=O)CCCCCC)CC[C@H]2[C@@H]3CCC4=CC(=O)CC[C@@H]4[C@H]3CC[C@@]21C	26	·	·
O=C1C[C@@H]2OCC=C3CN4CC[C@]56c7ccccc7N1[C@H]5[C@H]2[C@H]3C[C@H]46 (tested in a mixture with another compound)	8&11	·	·
COc1ccc(NC(=O)CN2C(=O)CN=C(c3ccccc3)c3ccccc32)c(OC)c1	-9	·	·
CC[C@H]1C[C@@H]2C[C@H]3c4[nH]c5ccc(OC)cc5c4CCN(C2)[C@@H]13	2	·	·
Cc1ccc(OCC(=O)N2CCN(Cc3ccc(F)cc3)CC2)cc1	-2	·	·
CC(CCC(=O)O)C1CCC2C3C(=O)C[C@@H]4CC(=O)CC[C@@]4(C)C3CC(=O)[C@]12C (stereo not given in full)	·	-3%	?
C[N+]1([O-])[C@@H]2CC(OC(=O)[C@@H](CO)c3ccccc3)C[C@@H]1[C@H]1O[C@H]12 (stereo not given in full)	·	0%	3%
OCC(O)[C@H]1O[C@@H]2O[C@H](C(Cl)(Cl)Cl)O[C@@H]2[C@H]1O (stereo not given in full)	·	17%	0%
COC(=O)[C@@H]1[C@@H]2C[C@H]3c4[nH]c5cc(OC)ccc5c4CCN3C[C@@H]2C[C@H](OC(=O)/C=C\c2cc(OC)c(OC)c(OC)c2)[C@H]1OC	·	-4%[19.8 µM]	10%[20.6 µM]
C[C@@H](C(=O)O)c1ccc(-c2ccccc2)c(F)c1	·	?	-9%[20.6 µM]
C[C@H](NC(C)(C)C)C(=O)c1cccc(Cl)c1	·	-12%	1%
O=C1CC[C@@]2(O)C3Cc4ccc(O)c5c4C2(CCN3CC2CC2)[C@H]1O5 (stereo not given in full)	·	2%	-9%
CC(=O)O[C@H]1C[C@H](O[C@H]2[C@@H](O)CC(O[C@H]3[C@@H](O)C[C@H](O[C@H]4CC[C@@]5(C)[C@H](CC[C@@H]6[C@@H]5CC[C@]5(C)[C@@H](C7=CC(=O)OC7)CC[C@]65O)C4)O[C@@H]3C)O[C@@H]2C)O[C@H](C)[C@H]1O[C@@H]1O[C@H](CO)[C@@H](O)[C@H](O)[C@H]1O (stereo not given in full)	·	-5%	?
C[C@@]12CC[C@H]3[C@@H](CC[C@@H]4C[C@H]5S[C@H]5C[C@]43C)[C@H]1CC[C@H]2O	·	7%[19.8 µM]	-1%[20.6 µM]
NCC[C@H](O)C(=O)N[C@H]1C[C@@H](N)[C@@H](O[C@H]2O[C@@H](CN)[C@@H](O)[C@@H](O)[C@@H]2N)[C@@H](O[C@H]2O[C@@H](CO)[C@@H](O)[C@@H]2O)[C@@H]1O	·	0%[19.8 µM]	0%[20.6 µM]

Continued:
SMILES	D3 ag	GLP-1R agonist	SW480 rereplic
CCOC(=O)/C=C(C)/C=C/CC(C)CCCC(C)C (stereo not given)	·	-3%	-1%
O=C1CC2OCC=C3CN4CC[C@]56c7ccccc7N1C5C2[C@H]3C[C@H]46 (stereo not given in full)	·	-4%	-3%
CC([C@H](O)c1ccccc1)N(C)C (stereo not given in full)	·	3%	-6%
CCN[C@]1(c2cccs2)CCCCC1=O	·	-5%[19.8 µM]	1%[20.6 µM]
CN(C)[C@@H]1C(=O)C(C(N)=O)=C(O)[C@]2(O)C(=O)C3=C(O)c4c(O)ccc(Cl)c4[C@](C)(O)[C@H]3C[C@@H]12	·	-1%[19.8 µM]	-4%[20.6 µM]
C=CCC1=C(C)C(OC(=O)C2C(C=C(C)C)C2(C)C)CC1=O (stereo not given)	-11	0%[96 µM]	·
CC(C)NCC(O)c1ccc([N+](=O)[O-])cc1 (stereo not given)	-10	-5%	·
Cc1nnc2n1-c1sc(Br)cc1C(c1ccccc1Cl)=NC2	3	-5%	·
Nc1ccc(Cl)cc1N	12	0%[96 µM]	·
COc1ccc(OC)c(C[C@H](C)N)c1	9	-4%[110 µM]	·
COc1ccc(OC)c(CC(C)N)c1 (stereo not given)	-19	-2%[110 µM]	·
OCCCBr	6	0%[96 µM]	·
CC(Cc1ccccc1)NCCn1cnc2c1c(=O)n(C)c(=O)n2C (stereo not given)	-21	-4%[96 µM]	·
C[C@]12CC[C@@H]3c4ccc(OC(=O)N(CCCl)CCCl)cc4CC[C@H]3[C@@H]1CC[C@@H]2OP(=O)(O)O	-8&1	1%	·
CCc1cc2c(s1)-n1c(C)nnc1CN=C2c1ccccc1Cl	8	10%	·
CC(C)C(Br)C(=O)NC(N)=O (stereo not given)	14	-4%	-3%
NC(=O)CN1CC(O)CC1=O (stereo not given)	-11	9%	-2%
CCN(Cc1ccc(Cl)nc1)/C(=C/[N+](=O)[O-])NC	-9	-2%	-2%
CCN(CC)CCN1C(=O)CN=C(c2ccccc2F)c2cc(Cl)ccc21	-9	29%	3%
O=[N+]([O-])c1ccc([As](=O)(O)O)cc1	-4	-1%	-7%
O=C1NCN(c2ccccc2)C12CCN(CCCOc1ccc(F)cc1)CC2	-23	0%	?
S=C(S)N1CCNCC1	-4	10%	2%
NCC1(CC(=O)O)CCCCC1	6	5%[19.8 µM]	-3%
CC(C)NC(C)C	8	12%	-6%

13 of the compounds above, with two lines to a compound.
Order of values – D3 ag	GLP-1R agonist	SW480 rereplic
O=C1CC2OCC=C3CN4CC[C@]56c7ccccc7N1C5C2[C@H]3C[C@H]46 (stereo not given in full)
 : ·	-4%	-3%
CC([C@H](O)c1ccccc1)N(C)C (stereo not given in full)
 : ·	3%	-6%
CCN[C@]1(c2cccs2)CCCCC1=O
 : ·	-5%[19.8 µM]	1%[20.6 µM]
CN(C)[C@@H]1C(=O)C(C(N)=O)=C(O)[C@]2(O)C(=O)C3=C(O)c4c(O)ccc(Cl)c4[C@](C)(O)[C@H]3C[C@@H]12
 : ·	-1%[19.8 µM]	-4%[20.6 µM]
C=CCC1=C(C)C(OC(=O)C2C(C=C(C)C)C2(C)C)CC1=O (stereo not given)
 : -11	0%[96 µM]	·
CC(C)NCC(O)c1ccc([N+](=O)[O-])cc1 (stereo not given)
 : -10	-5%	·
Cc1nnc2n1-c1sc(Br)cc1C(c1ccccc1Cl)=NC2
 : 3	-5%	·
Nc1ccc(Cl)cc1N
 : 12	0%[96 µM]	·
COc1ccc(OC)c(C[C@H](C)N)c1
 : 9	-4%[110 µM]	·
COc1ccc(OC)c(CC(C)N)c1 (stereo not given)
 : -19	-2%[110 µM]	·
OCCCBr
 : 6	0%[96 µM]	·
CC(Cc1ccccc1)NCCn1cnc2c1c(=O)n(C)c(=O)n2C (stereo not given)
 : -21	-4%[96 µM]	·
C[C@]12CC[C@@H]3c4ccc(OC(=O)N(CCCl)CCCl)cc4CC[C@H]3[C@@H]1CC[C@@H]2OP(=O)(O)O
 : -8&1	1%	·

A portion of the library, so the mix of outcomes need not match the whole.
